KB-V1 cytotox: qHTS assay for MDR1-selective chemotherapeutics: Primary screen using the drug-selected MDR subline cells KB-V1; KB-V1 MDR cells viability, CellTiter-Glo, 72 h; Potency, µM (top dose mostly 46.1 µM), inactives show at the top dose activity change, negative = cytotoxicity, most hits filed as cytotoxic; 400,000 tested, 3.4% active; AID 1347076, 2019; also: potency is read from the fitted curve at half-maximal effect; % is scaled to controls: 0 for no effect and ±100 for the full control effect; nearly all actives have a fitted effect of over 60% in size
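KB-V1, DMEM (no phenol red) + 10% FBS; cpd pin-transferred, titration series; 72 h, 37 degrees C; CellTiter-Glo, luminescence. Data normalized, curve-fit.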
SW480 rereplic: A quantitative high throughput screen for small molecules that induce DNA re-replication in SW480 colon adenocarcinoma cells | SW480 DNA re-replication, Hoechst DNA content imaging, 48 h | 340,000 tested, 1.8% active | Potency, µM (top dose mostly 46.1 µM), inactives show at the highest dose re-replication activation, most hits filed as activators; also: potency is read from the fitted curve at half-maximal effect; % of control where 0% means no effect; nearly all actives have a fitted effect of over 55% in size
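First, 250 cells per well were seeded. Next, compound or vehicle (23 nL) was pinned in, plates sat 48 hr at 37 C. Finally Hoechst was added for 40 min before fluorescence scanning.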
MCF10A rerep: A quantitative high throughput screen for small molecules that induce DNA re-replication in MCF 10a normal breast cells; MCF 10A DNA re-replication, Hoechst nuclear intensity, 48 h; Potency, µM (series often up to 46.1 µM), for inactives: top-dose activity, positive = re-replication, actives largely listed as activators; 350,000 tested, 2.9% active; also: potency is read from the fitted curve at half-maximal effect; % of control where 0% means no effect; nearly all actives have a fitted effect of over 50% in size
HEK293 tox: qHTS of GLP-1 Receptor Inverse Agonists: Cytotox Screen | HEK293 cAMP-luciferase reporter cells, luminescence, 24 h | Potency, µM (highest dose often 38.3 µM), for the others: at the top dose activity change, negative = inhibition, usual class: inhibitors | 410,000 tested, 0.13% active;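 also: loss of luciferase light is scored as toxicity; potency is read from the fitted curve at half-maximal effect; % is scaled to controls: 0 for no effect and ±100 for the full control effect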
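Seeding density was 200 cells/uL; after overnight-length (12 h) culture, 23 nL compounds went on for 24 h at 37 °C. Readout used a luciferase detection reagent, luminescence taken after 12 min at room temperature.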
KB-3-1 tox: qHTS assay for MDR1-selective chemotherapeutics: Primary screen using the parental adenocarcinoma cell KB-3-1. KB-3-1 viability, CellTiter-Glo ATP luminescence, 72 h. Potency, µM (top dose mostly 46.1 µM), for inactives: at the highest dose activity change, negative = cytotoxic, usual class: cytotoxic. 400,000 tested, 1.4% active; also: potency is read from the fitted curve at half-maximal effect; % is scaled to controls: 0 for no effect and ±100 for the full control effect; nearly all actives have a fitted effect of over 60% in size
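Multi-concentration cytotoxicity screen in KB-3-1 cells grown in DMEM lacking phenol red with 10% FBS. After 72 h at 37 °C with compound, ATP-dependent luminescence was recorded.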
HT1080NT lethal: qHTS for induction of synthetic lethality in tumor cells producing 2HG: qHTS for the HT-1080-NT fibrosarcoma cell line | HT-1080-NT fibrosarcoma viability, CellTiter-Glo ATP luminescence, 48 h | Potency, µM (doses to about 46.1 µM), inactives show top-dose activity, negative = less viability, actives largely listed as cytotoxic | 360,000 tested, 1.6% active | AID 686970, 2013;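 also: NT is the 2HG producing partner of a matched IDH1 knockdown line; potency is read from the fitted curve at half-maximal effect; 0% = DMSO-treated cells and -100% = media-only wells without cells; nearly all actives have a fitted effect of over 55% in size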
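HT-1080-NT fibrosarcoma cells (2HG-overproducing), 750 cells/well in RPMI with 5% FBS, dosed after 2 h and incubated 48 h at 37C. CellTiter-Glo luminescence normalized to DMSO and no-cell wells; concentration-response curves fitted and classed.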
IL1B secr inh: qHTS for Inhibitors of Inflammasome Signaling: IL-1-beta AlphaLISA Primary Screen; 360,000 tested, 4.7% active; THP-1 LPS/ATP IL-1B secretion, AlphaLISA, 16 h; stronger effect = lower value; activity change, % at 57.5 µM; in the data active = activity change below about -50%; inconclusive = mostly about -30% to -49%; also: % is scaled to controls: 0 for no effect and ±100 for the full control effect
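THP-1 cells pretreated 1 hr with compounds (up to 57.5 uM final), then stimulated with LPS (250 ng/mL final) plus ATP (1.25 mM final); secreted IL-1B measured by AlphaLISA after 16 hr, decreased signal indicating inhibition.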
DRD3 agonist: qHTS of D3 Dopamine Receptor Agonist: qHTS. D3R DiscoveRx beta-arrestin cells, luminescence, 90 min. 410,000 tested, 0.58% active. D(3) dopamine receptor (Homo sapiens), P35462. max activation, %. AID 652048, 2013; in the data active = max activation above about 30%; also: 0% is about no effect; mostly tested at two doses, the higher about 12 µM
Target sequence (P35462 whole entry, looked up): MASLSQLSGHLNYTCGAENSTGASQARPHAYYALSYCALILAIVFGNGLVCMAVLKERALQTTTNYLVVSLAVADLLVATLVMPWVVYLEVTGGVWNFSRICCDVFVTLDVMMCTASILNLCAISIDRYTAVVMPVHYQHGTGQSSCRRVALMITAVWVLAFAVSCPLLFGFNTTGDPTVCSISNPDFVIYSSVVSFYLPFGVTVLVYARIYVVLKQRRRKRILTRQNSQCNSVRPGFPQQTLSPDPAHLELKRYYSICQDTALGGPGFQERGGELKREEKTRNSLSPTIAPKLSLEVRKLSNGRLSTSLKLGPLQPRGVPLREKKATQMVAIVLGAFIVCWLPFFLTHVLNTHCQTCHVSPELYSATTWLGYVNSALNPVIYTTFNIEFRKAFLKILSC
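Cells at 1500/well, incubated overnight, then treated with pinned compounds (dopamine as control) for 90 min at 37 degrees C. DiscoveRx reagent added for 30 - 60 minutes at room temperature; luminescence read.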
HT1080 IDH1KD tx: qHTS for induction of synthetic lethality in tumor cells producing 2HG: qHTS for the HT-1080-IDH1KD cell line; HT-1080 IDH1 knockdown viability, ATP luminescence, 48 h; Potency, µM (top dose mostly 46.1 µM), without a hit: at the top dose activity, negative = toxicity, most hits filed as cytotoxic; AID 686971, 2013; 360,000 tested, 2% active;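 also: potency is read from the fitted curve at half-maximal effect; 0% = DMSO wells and -100% = cell-free medium wells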
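Viability of IDH1-knockdown HT-1080 fibrosarcoma cells was assessed by CellTiter-Glo after 48 h at 37 °C with titrated compound; concentration-effect curves were classified by fit quality and response size.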
* marks the source's active call; other numbers are inactive results; ? = inconclusive; · = no result given; & = joins results of further samples; [ ] = remark or other dose. Unless noted, calls follow the shape of the dose curve; as a rule, active = well fitted curve in the direction sought with a large enough effect; inconclusive = small, poorly fitted or top-dose-only effect, or another doubt; inactive = no such curve, though single readings can be large; an effect the other way counts as inactive or inconclusive. No enrichment for hits; any-hit rate near 11%.

SMILES | KB-V1 cytotox | SW480 rereplic | MCF10A rerep | HEK293 tox | KB-3-1 tox | HT1080NT lethal | IL1B secr inh | DRD3 agonist | HT1080 IDH1KD tx
Cc1ccc(CSCC(=O)N/N=C/c2ccc(OCC(=O)Nc3ccc(C)cc3)cc2)cc1 | ? | -5.5% | ? | ? | 12.6% | -25.4% | 1.0 | -10.5 | -20.9%
CC1(C)OC(=O)C(=CNC(CO)C(=O)O)C(=O)O1 (stereo not given) | -9.1% | -8.1% | 1.7% | -9.4% | 0.4% | -4.1% | -7.4 | 3.0 | 17.8%
O=C(NNC(=O)c1ccccc1O)c1ccc(Br)cc1 | -12.7% | 2.91µM* | -8.0% | -5.1% | 0.0% | -28.6% | 31.5 | 7.6 | ?
Cc1cc(F)cc(-c2cc(C(=O)NCc3cccc(Cl)c3)[nH]n2)c1 | -3.6% | · | · | -3.7% | 0.0% | 3.7% | 0.0 | -0.8 | -2.7%
O=C(CCc1nc2ccccc2c(=O)[nH]1)Nc1ccc(N2CCCCC2)cc1 | -19.7% | 11.3% | 0.2% | -1.0%[7.66 µM] | -4.3% | 0.0% | -5.3 | -4.2 | -1.0%
COC(=O)c1ccc(CSc2nc3c([nH]c4ccccc43)c(=O)n2-c2cc(C)cc(C)c2)o1 | ? | · | · | 12.6% | 7.8% | · | · | -2.2 | ·
CCCCCn1c(C)c2c(OCC)cccc(=O)c2c1C | ? | -1.3% | 0.7% | 2.6% | ? | 0.0% | -2.1 | -3.2 | -2.1%
O=C(CSc1nnnn1-c1cccc(F)c1)Nc1nc2ccccc2s1 | -11.0% | -3.8% | ? | -24.1% | -5.3% | -26.5% | 24.6 | 2.3 | ?
CC(=O)N(Nc1ccccc1)c1ccccc1 | 28.5% | -10.0% | 7.8% | -7.3% | -4.0% | 16.2% | 0.2 | 4.7 | 22.9%
COc1ccc(N2CCN(C(=O)C(=O)c3c[nH]c4ccccc34)CC2)cc1 | 15.3% | -14.4% | 5.9% | -4.1% | 0.1% | 14.9% | -1.8 | 3.5 | 10.8%
COc1cccc(-c2cc(C(=O)NCc3ccco3)no2)c1 | -9.8% | -9.0% | 1.9% | -3.8% | 2.1% | -0.1% | -11.2 | -7.3 | -4.6%
Cc1ccc(S(=O)(=O)N2CCCCC2)cc1NC(=O)C1CC(=O)N(c2ccc3c(c2)OCCO3)C1 (stereo not given) | -5.5% | ? | 2.0% | 15.2% | -28.7% | -3.8% | 6.9 | -6.4 | -7.2%
Cc1nn(CCOc2cccc(Br)c2)c(C)c1[N+](=O)[O-] | -19.3% | -6.6% | ? | 21.5% | 11.0% | 3.6% | -1.8 | 0.2 | 1.2%
O=C(c1ccccc1)N1CCN(c2ccc([N+](=O)[O-])c(N3CCOCC3)c2)CC1 | 0.3% | -1.1% | 16.8% | ? | 11.1% | 0.8% | -14.8 | 17.7 | 0.7%
COc1ccc(C(=O)N2CCN(CCCc3ccccc3)CC2)cc1OC | -14.6% | -4.2% | 2.1% | -4.9% | -17.2% | -3.1% | 0.7 | 2.1 | -1.9%
COc1ccc(NC(=O)c2cc3c(=O)n(C)c4ccccc4c3s2)cc1OC | -12.5% | ? | ? | 10.6% | -10.4% | 7.8% | -9.7 | -2.7 | 29.3%
CCCCNC(=O)c1onc(CSc2ccccc2C)c1C(=O)O | -4.9% | 0.7%[9.22 µM] | 6.4% | 4.1% | -4.2% | -22.4% | 13.0 | 6.8 | -19.9%
CCc1ccccc1NC(=O)c1nnn(-c2ccc(F)cc2)c1C | 6.6% | · | · | -3.9% | 0.2% | · | · | 7.9 | ·
CC(C)CN1CCN(C(=O)CCc2nnc(Cc3c[nH]c4ccccc34)o2)[C@@H](C)C1=O | ? | -9.4% | 0.1% | 2.4% | -6.1% | -11.5% | 0.6 | -1.7 | -1.3%
COc1cc(NC(=O)c2ccccc2-c2ccccc2)cc(OC)c1 | 11.6µM* | -241.7%[inhibitor] | -2.1% | 4.2% | -0.8% | 5.3% | -9.4 | 3.0 | 2.3%
CCCCCC(=O)Nc1cccc(S(=O)(=O)NC2=NCCC2)c1 | -2.8% | -7.1% | -5.1% | 3.8% | -1.2% | 3.0% | 3.2 | 1.8 | -2.1%
Cc1ccc(C(=O)NCc2ccccc2CN2CCCC2)cc1S(=O)(=O)N1CCOCC1 | -21.6% | -2.4% | 3.1% | ? | 7.8% | -13.3% | -1.9 | -9.3 | -4.6%
O=C(O)c1ccc(NC(=O)C2CC=CCC2C(=O)O)cc1 (stereo not given) | -0.9% | 1.3% | -13.4% | 12.8% | 14.8% | 18.8% | 15.4 | -0.9 | 15.0%
CCc1ccc(N2CC(C(=O)N3CCN(S(=O)(=O)c4cccc(F)c4)CC3)CC2=O)cc1 (stereo not given) | 15.4% | · | · | 0.0% | 2.5% | -6.0% | -28.7 | -1.7 | -2.6%
CCc1ccc(C2c3[nH]c4ccccc4c3CCN2C(=O)c2cc(C)nn2C)cc1 (stereo not given) | ? | ? | 23.1µM* | -25.0% | ? | ? | 0.0 | -8.3 | ?

Some values from above:
HEK293 tox with CCc1ccccc1NC(=O)c1nnn(-c2ccc(F)cc2)c1C is entered as -3.9%
HT1080 IDH1KD tx with O=C(CCc1nc2ccccc2c(=O)[nH]1)Nc1ccc(N2CCCCC2)cc1 is entered as -1.0%
HT1080 IDH1KD tx with O=C(c1ccccc1)N1CCN(c2ccc([N+](=O)[O-])c(N3CCOCC3)c2)CC1 is entered as 0.7%

Following part
SMILES | KB-V1 cytotox | SW480 rereplic | MCF10A rerep | HEK293 tox | KB-3-1 tox | HT1080NT lethal | IL1B secr inh | DRD3 agonist | HT1080 IDH1KD tx
CCOn1c(=O)c(=O)n(OCc2ccccc2)c2ccccc21 | -6.4% | -7.3% | 1.8% | -3.5% | 13.7% | 3.2% | -6.4 | -10.6 | 2.1%
O=C(O)CN(c1ccccc1F)S(=O)(=O)c1ccccc1 | -1.8% | -4.1% | -1.6% | -4.9% | 12.2% | -1.9% | 16.5 | -4.1 | -0.2%
COc1ccc(N(C(=O)CCl)C(C(=O)NCCc2ccccc2)c2cccs2)cc1 (stereo not given) | 18.4µM* | 3.26µM* | ? | ? | 7.31µM* | 2.06µM* | -108.0* | -3.4 | 1.64µM*
Cn1cc([N+](=O)[O-])c(C(=O)Nc2cc(Oc3ccccc3)cc([N+](=O)[O-])c2)n1 | ? | 4.11µM* | 2.91µM* | ? | ? | 18.4µM* | -14.7 | -4.6 | 6.51µM*
COc1ccc2c(c1)nc(CN1CCN(CCO)CC1)n2C | 20.3% | -18.4% | -2.6% | 14.8% | 4.2% | 1.2% | 0.0 | 2.2 | 9.8%
COc1cccc(-c2nnc(SCC(=O)OC(C)C)n2Cc2ccco2)c1 | -0.7% | 18.7% | -0.6% | 41.4%[activator] | -0.2% | 6.6% | 6.1 | -2.6 | 8.2%
CN(Cc1ccccc1)C(=O)COC(=O)/C=C/c1ccco1 | -0.9% | -3.9% | -1.1% | -4.2%[0.307 µM] | -0.1% | 12.9% | -6.2 | -1.9 | 6.5%
O=C(Nc1ccc2c(c1)C(=O)N(CC1CCCO1)C2=O)c1cccc(Br)c1 (stereo not given) | -10.4% | -1.1% | -1.5% | 6.0% | -6.8% | -9.3% | 0.0 | -6.7 | ?
CCOc1ccc(Cn2ccnc2)cc1[N+](=O)[O-] | 5.6% | 0.4% | 1.0% | -2.4% | 6.2% | 5.3% | 12.2 | 1.7 | 12.6%
COc1ccc(NC(=O)COC(=O)CCNS(=O)(=O)c2ccc(Cl)cc2)cc1 | 5.1% | ? | -3.0% | 7.0% | 0.7% | 3.4% | -14.4 | 3.8 | 9.3%
Cc1nnc(SCC(=O)Nc2nccs2)n1N | ? | ? | 0.1% | -1.2% | 0.8% | 15.0% | 11.1 | -2.5 | 9.8%
O=C(Cn1[nH]c(=O)c2ccccc2c1=O)NC1CCN(Cc2ccccc2)CC1 | -16.3% | -13.4% | 0.4% | -18.1% | -13.4% | -4.0% | 39.8 | -8.3 | -12.8%
CCCCC(=O)OCc1c(-c2cccc(OC)c2)ncc2ccccc12 | -11.2% | 2.4% | 8.8% | -11.1% | -9.6% | -0.5% | -1.0 | -9.2 | -0.7%
CCn1cc(CNC(=O)c2ccc3nc(Cc4ccccc4F)oc3c2)cn1 | -29.0% | 8.4% | ? | -12.6% | ? | -24.6% | ? | 8.1 | -12.8%
CCCCN(C(=O)c1ccc(C#N)cc1)c1c(N)n(CCC)c(=O)[nH]c1=O | ? | -4.5% | 25.1% | 2.2% | ? | 26.1% | -11.2 | -4.3 | 8.3%
COc1ccc2[nH]cc(CCNC(=O)Nc3ccccc3C)c2c1 | ? | 1.3% | 1.0% | -17.5%&-11.9% | -1.6%&2.8% | 18.2% | -0.3 | 1.6&3.6 | 12.8%
O=C(CSc1nnc(COc2ccc(Cl)cc2)o1)N1CCCC1 | ? | 16.4% | 3.7% | -0.1% | 6.6% | -2.6% | -0.1 | 8.7 | 4.8%
COc1ccc(-n2c(CN3CCC(C(N)=O)CC3)nc3ccc([N+](=O)[O-])cc3c2=O)c(OC)c1 | 0.0% | 0.3% | -2.0% | 1.7% | -2.8% | -8.5% | 53.0 | -6.4 | -9.2%

Screening data from PubChem BioAssay.
